Assay outcomes (PubChem BioAssay)
M1 antag – human CHRM1 antagonism | P11229 | CHO-K1 hM1, Fluo-8 calcium fluorescence, ACh EC80 antagonist | inhibition, % at 3 µM | 360,000 tested, 1.3% active | AID 588852;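 active = percent inhibition above its own plate's cutoff, namely the mean of that plate's compound wells plus 3 SD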;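 also: peak over basal fluorescence ratio during 140 s after agonist addition; 0% = ACh EC80 plus DMSO and 100% = DMSO alone without agonist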
Target sequence (P11229 whole entry, looked up): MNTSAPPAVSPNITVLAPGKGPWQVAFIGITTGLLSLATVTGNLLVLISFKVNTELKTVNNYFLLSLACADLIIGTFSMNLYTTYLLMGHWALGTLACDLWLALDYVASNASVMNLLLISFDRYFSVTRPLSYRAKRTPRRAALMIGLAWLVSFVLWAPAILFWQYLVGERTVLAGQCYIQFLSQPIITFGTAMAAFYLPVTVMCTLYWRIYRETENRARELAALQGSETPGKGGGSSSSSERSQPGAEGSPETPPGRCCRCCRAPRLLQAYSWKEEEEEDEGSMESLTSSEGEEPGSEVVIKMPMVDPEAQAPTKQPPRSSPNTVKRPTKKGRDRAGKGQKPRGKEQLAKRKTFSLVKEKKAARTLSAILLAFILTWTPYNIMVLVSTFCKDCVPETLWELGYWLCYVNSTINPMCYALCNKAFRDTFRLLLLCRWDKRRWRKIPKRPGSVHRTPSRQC
M1 PAM – potentiates human M1 receptor response to acetylcholine | P11229 | CHO-K1 hM1, Fluo-8 calcium fluorescence, ACh EC20; 0% = ACh EC20, 100% = maximal ACh | activation, % at 3 µM | 360,000 tested, 0.088% active | AID 588819; in the data active = activation above about 19%, passing the limit was not always enough
CHO-K1 Ca antag – nonselective inhibitor or artifact in parental CHO-K1 cells; ATP-induced calcium, Fluo-8 fluorescence; inhibition, % at 3 µM; 360,000 tested, 0.6% active;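 active = inhibition above a per-plate cutoff, the plate's mean sample inhibition plus 3 SD, cut at about 24% in these data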;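 also: 0% = DMSO plus EC80 ATP and 100% = DMSO alone without ATP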
OXTR potentiate – potentiators of human oxytocin receptor. CHO-OTR cells, Fluo-8 calcium fluorescence, potentiator mode; 0% = oxytocin EC15, 100% = EC100. P30559. 320,000 tested, 0.061% active. AID 2445. activation, % at 3 µM;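 active = activation above that plate's cutoff, the mean activation of tested compounds plus 3 SD, cut at about 6.6% in these data, passing the limit was not always enough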;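 also: 100% uses oxytocin at 75 nM as the full agonist control; some results filed as inactive read as strong as hits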
Target sequence (P30559 whole entry, looked up): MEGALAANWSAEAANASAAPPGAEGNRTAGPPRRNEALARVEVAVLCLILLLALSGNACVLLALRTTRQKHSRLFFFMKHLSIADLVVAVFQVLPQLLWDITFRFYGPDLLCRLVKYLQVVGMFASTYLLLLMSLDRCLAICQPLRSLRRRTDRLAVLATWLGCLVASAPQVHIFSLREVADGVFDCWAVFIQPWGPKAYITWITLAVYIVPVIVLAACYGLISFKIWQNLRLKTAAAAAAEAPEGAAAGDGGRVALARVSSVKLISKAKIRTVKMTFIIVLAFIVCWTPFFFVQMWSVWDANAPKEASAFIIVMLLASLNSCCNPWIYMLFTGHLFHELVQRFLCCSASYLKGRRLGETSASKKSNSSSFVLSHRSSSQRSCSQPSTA
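System: human OTR in CHO cells / Also added: sub-maximal oxytocin, roughly EC15 / Control set: EC15 oxytocin low, 75 nM oxytocin high / Schedule: 6 min compound pre-incubation at room temperature, 100 s kinetic read / Compound: single-point 3.0 µM / Replication: singlicate / Technique: Fluo-8 calcium dye fluorescence / Read-out basis: % activation of max/min ratio relative to oxytocin controls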
M1 ag parental – M1 agonist counterscreen hit in parental CHO-K1 cells; activation, % at 3 µM; AID 602248; Fluo-8 calcium fluorescence; scaled to maximal ATP response, vehicle zero; 360,000 tested, 0.48% active; in the data active = activation above about 15%;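 also: untransfected CHO-K1 host cells lacking M1 receptor as counterscreen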
CHO parental Ca – counter-screen for OX1R antagonists: effect in parental CHO cells; parental CHO-K1, ATP-induced calcium, Fluo-8 fluorescence; 330,000 tested, 0.63% active; AID 463079; inhibition, % at 5.6 µM;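 active = inhibition above that plate's mean sample inhibition plus 3 SD, cut at about 26% in these data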;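 also: 0% = ATP-challenged DMSO wells and 100% = DMSO wells without ATP; some compounds past the cut are filed as inactive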
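Measured by: calcium-sensitive Fluo-8 fluorescence / Test system: CHO parental line / Controls: ATP-challenged DMSO wells low, unchallenged DMSO wells high / Measure: % inhibition / Compound: single nominal dose of 5.6 µM per compound / Replicates: single well per compound, no replicates / Reagent: ATP as calcium-mobilizing challenge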
M4 antag – CHRM4 antagonism in calcium assay; P08173; CHO-hM4 cells, ACh EC80, Fluo-8 calcium fluorescence; inhibition, % at 3 µM; 360,000 tested, 0.73% active; AID 624125;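 active = inhibition above its plate's cutoff, the mean inhibition of sample wells plus 3 SD, cut at about 27% in these data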;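 also: 0% = acetylcholine EC80 with DMSO and 100% = DMSO without agonist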
M1 ag – human M1 muscarinic receptor agonism; activation, % at 3 µM; CHO-K1 hM1, Fluo-8 calcium fluorescence, agonist mode; 0% DMSO, 100% acetylcholine EC100; P11229; AID 588814; 360,000 tested, 0.33% active;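 active = activation above the run's mean compound activation plus 3 SD, cut at about 16% in these data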;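 also: peak over basal fluorescence ratio within a 140 s kinetic read after compound addition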
M4 ag – agonists of human muscarinic M4 receptor (CHRM4); P08173; CHO-K1 hM4/Gqi5, Fluo-8 calcium fluorescence; vehicle 0%, full acetylcholine response 100%; activation, % at 3 µM; 360,000 tested, 0.14% active; AID 624127;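 active = activation above the run mean over all test wells plus 3 SD, cut at about 32% in these data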;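 also: peak over basal fluorescence ratio per well then scaled between controls; 0% = DMSO wells and 100% = acetylcholine at EC100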
Active calls of the source: *; x = not tested or not shown. An unsorted share of the library; any-hit rate near 2.9%.

SMILES	M1 antag	M1 PAM	CHO-K1 Ca antag	OXTR potentiate	M1 ag parental	CHO parental Ca	M4 antag	M1 ag	M4 ag
C=C1CCN(c2ccc(C(=O)NCc3ccccc3)cc2[N+](=O)[O-])CC1	-15	5	-11	-6	0.2	-7	-14	-5	3
COc1ccc(OCc2nnnn2-c2ccccc2)cc1	-4	8	-15	4	0.8	-6	6	-7	0
Cc1cc(-c2cc(-c3ccccc3)on2)nc(NC2CCCC2)n1	0	1	-10	-17	-0.2	-37	-6	-9	0
Cc1cccnc1CC(C)NC(=O)c1cc(COc2cncc(Cl)c2)on1 (stereo unspecified)	-4	0	-11	-11	3.7	-11	6	-4	3
O=C(c1ccc(S(=O)(=O)N2CCCCC2)cc1)N1CCN(CCN2C(=O)c3cccc4cccc(c34)C2=O)CC1	2	-22	-5	-13	6.3	-6	0	-10	11
CC(=O)NCC(=O)NC(C(=O)Nc1ccc2c(c1)OCCO2)c1ccccc1 (stereo unspecified)	-9	9	-12	-14	0.3	-10	4	-4	1
C=CCc1cccc(/C=N/NC(=O)c2ccc3nc[nH]c3c2)c1O	14	-5	3	-3	2.7	-8	0	1	13
Cc1ccc([C@@H]2CC(=O)[C@@H]3CN(S(=O)(=O)c4ccc(C)cc4)[C@H](c4ccccc4)C[C@@H]3N2S(=O)(=O)c2ccc(C)cc2)cc1	5	-4	1	x	0.9	x	-7	-4	0
c1ccc(C(c2ccccn2)c2ccccn2)cc1	-6	3	-16	-6	0.3	-2	4	-8	-1
C/C(=N\O)C(=O)NCCCNCCCN(C)C	11	-8	7	-10	0.0	4	-1	-7	0
CC(C)NC(=O)C1CCN(S(=O)(=O)c2ccc(N3CCCC3=O)cc2)CC1	2	-1	18	-3	0.7	-3	0	-1	1
COc1ccc(CCC(=O)NNC(=O)c2ccc(F)cc2)cc1	-13	12	-22	-4	1.5	-2	-1	-3	1
Cc1cccc(Cn2c(O)c(N=NC(=S)Nc3ccccc3F)c3ccccc32)c1	-5	5	-14	-5	1.1	-5	4	-1	1
Cc1cc(C)nc(SCC(=O)Nc2ncc3c(n2)CCCC3=O)n1	-15	10	-8	4	0.5	-10	15	-5	0
Cc1ccc(/C=N/NC(=O)Cc2cccn2C)cc1	-3	2	-2	0	-0.1	-8	-2	-3	1
COc1cccc2sc(=NC(=O)CS(=O)(=O)c3ccc(Cl)cc3)n(C)c12	-10	5	-9	-8	1.2	4	-1	-3	0
O=C(CSc1nncs1)NCCNC(=O)CSc1nncs1	-8	11	-13	-12	0.6	-5	3	2	0
CCOc1ccc(-c2nnn(CC(=O)NCCc3c[nH]c4ccccc34)n2)cc1	5	0	20	0	-0.3	-2	7	-4	9
Cc1noc(C)c1S(=O)(=O)N1CCCC(C(=O)N2CCC(C)CC2)C1 (stereo unspecified)	-1	1	-3	-6	-0.3	-11	0	-5	0
O=S(=O)(c1ccc2nc(SCc3cccc(Cl)c3)[nH]c2c1)N1CCOCC1	1	3	-2	-8	4.1	-11	-2	-6	7
COc1ccccc1/C=C\C=N\NC(=O)c1ccco1	-6	12	2	-5	1.6	-11	-4	-6	1
Cc1cc(C)nc(SCc2nnc(SCc3ccc([N+](=O)[O-])cc3)n2Cc2ccco2)n1	3	1	-10	-6	-0.6	-22	-5	-11	-2
O=c1oc(-c2cccnc2)nc2ccccc12	-25	2	-1	-7	-0.2	-7	-6	-2	0
CN1CCN(c2ccccc2NC(=O)Cc2ccc(Cl)cc2)CC1	7	-6	-7	-5	0.7	-23	0	-11	0
N#Cc1ccccc1NC(=O)CSc1nnc(-c2ccc(F)cc2)n1-c1ccccc1	-24	17	14	x	0.0	x	3	11	1

Later entries:
SMILES	M1 antag	M1 PAM	CHO-K1 Ca antag	OXTR potentiate	M1 ag parental	CHO parental Ca	M4 antag	M1 ag	M4 ag
O=C(CNc1cccc(S(=O)(=O)N2CCOCC2)c1)Nc1ccc(C(F)(F)F)cc1	3	-4	-6	-16	11	-2	-19	3	19
COc1cc(NC(=O)CN2C(=O)NC(c3ccccc3)(c3ccccc3)C2=O)c(C)cc1[N+](=O)[O-]	4	2	9	-8	0.7	-14	2	-7	4
CCCNC(=O)N1CCC(Cc2ccccc2)CC1	-8	4	-5	-4	0.3	5	5	-1	0
CCCS(=O)(=O)N1CCC(C(=O)c2cccc(C(F)(F)F)c2)CC1	-9	3	-21	-7	4.7	-15	-14	-2	9
COc1ccc(C2C3=C(CC(C)(C)CC3=O)Oc3ncn(CC(C)C)c(=N)c32)cc1 (stereo unspecified)	-12	5	-3	-5	1.4	-20	-6	-3	4
COc1ccc(S(=O)(=O)N(C)C[C@H]2Oc3c(NS(=O)(=O)c4cn(C)cn4)cccc3C(=O)N([C@H](C)CO)C[C@@H]2C)cc1	-3	8	-10	-7	0.2	1	8	-4	0
Cc1ccc(S(=O)(=O)Nc2c(C)n(C)n(-c3ccccc3)c2=O)cc1C(=O)OC(C)C(=O)N(C)c1ccccc1 (stereo unspecified)	13	1	-2	4	-0.1	-22	-1	-6	0
Cc1ccc(/C=C/C(=O)c2ccc(C)cc2)cc1	-2	2	5	-4	-0.2	-18	-5	3	-1
COC(=O)Cc1c(O)ccn(Cc2ccc(F)cc2)c1=O	-29	15	-2	-15	0.6	8	-1	3	1
O=C(Oc1cc2oc(=O)c3c(c2cc1Cl)CCCC3)c1ccco1	-11	4	-13	-7	3.1	3	4	-1	5
CCC(Sc1nc(N)c(NC(=O)c2ccc(OC)cc2)c(=O)[nH]1)C(=O)O (stereo unspecified)	2	6	10	-1	0.2	2	2	-6	0
COc1ccc(C(CCNCc2ccc(N(C)C)cc2)c2ccccc2)cc1 (stereo unspecified)	14	-3	3	-23	22*	-5	11	-7	25
CC1=C(C)CC(C(=O)NCCCN2CCCC2=O)C(C(=O)O)C1 (stereo unspecified)	-25	18	-3	-1	1.4	-14	0	3	1
Cc1ccc2[nH]c(=O)c(CNC(C)(C)C)cc2c1	-7	5	19	-9	0.1	-13	-3	1	1
COc1ccc(N2CCN(C(=O)CCc3ccc(S(=O)(=O)NC(C)C)cc3)CC2)cc1	-16	3	-16	-7	0.5	-4	-12	1	0
COC(=O)c1onc(-c2c(OC)cc(OC)cc2OC)c1C(=O)OC	4	-5	15	-13	3.0	-8	9	-4	8
C[n+]1cn(CC(O)COCc2ccccc2)c2ccccc21 (stereo unspecified)	-9	9	-33	2	-0.1	0	-8	-13	1
COc1cccc(CC(=O)Nc2ncc(C)s2)c1	-1	5	-3	-7	1.0	19	-9	-10	0
N#CCc1nn(-c2ccc(F)cc2)c(N)c1C#N	0	7	-15	-1	3.2	-1	5	-2	0
COc1ccc(CN2CCN(Cc3ccc(C)cc3)C(CCO)C2)cc1OC (stereo unspecified)	0	1	-18	-15	4.9	-3	11	-5	2
CC(C)Cn1c(N2CCN(C(=O)/C=C/c3ccccc3)CC2)nc2ccccc21	-1	1	-20	-3	2.3	3	-2	-3	4
O=C(Nc1ccc(N2CCOCC2)cc1)C1CCN(S(=O)(=O)c2ccc3c(c2)OCCO3)CC1	3	7	-6	-3	0.9	0	1	-2	2
COC(=O)c1c(NC(=O)C2CCCO2)sc2c1CCC2 (stereo unspecified)	-3	-4	-10	-5	0.1	-15	0	-5	-2
COc1cc(S(=O)(=O)NC2CCCC2)ccc1F	4	0	0	-3	0.0	-4	-8	-8	1
CSc1cccc(Nc2ccc(S(=O)(=O)N3CCOCC3)cc2[N+](=O)[O-])c1	-1	5	-11	-9	0.5	-6	-5	-4	0

Six compounds already listed, sorted by length of the SMILES, smallest number first.
SMILES	M1 antag	M1 PAM	CHO-K1 Ca antag	OXTR potentiate	M1 ag parental	CHO parental Ca	M4 antag	M1 ag	M4 ag
CCCNC(=O)N1CCC(Cc2ccccc2)CC1	-8	4	-5	-4	0.3	5	5	-1	0
O=C(Oc1cc2oc(=O)c3c(c2cc1Cl)CCCC3)c1ccco1	-11	4	-13	-7	3.1	3	4	-1	5
CC(C)Cn1c(N2CCN(C(=O)/C=C/c3ccccc3)CC2)nc2ccccc21	-1	1	-20	-3	2.3	3	-2	-3	4
CCC(Sc1nc(N)c(NC(=O)c2ccc(OC)cc2)c(=O)[nH]1)C(=O)O (stereo unspecified)	2	6	10	-1	0.2	2	2	-6	0
COc1cc(NC(=O)CN2C(=O)NC(c3ccccc3)(c3ccccc3)C2=O)c(C)cc1[N+](=O)[O-]	4	2	9	-8	0.7	-14	2	-7	4
Cc1ccc(S(=O)(=O)Nc2c(C)n(C)n(-c3ccccc3)c2=O)cc1C(=O)OC(C)C(=O)N(C)c1ccccc1 (stereo unspecified)	13	1	-2	4	-0.1	-22	-1	-6	0

(cont.)
SMILES	M1 antag	M1 PAM	CHO-K1 Ca antag	OXTR potentiate	M1 ag parental	CHO parental Ca	M4 antag	M1 ag	M4 ag
O=C(NCc1ccc2c(c1)OCO2)c1c(-c2ccccc2)sc2ccccc12	-1	0	-4	-10	-0.2	-3	-10	-2	1
COc1ccc(C(C(=O)NCC2CCCO2)N(C(=O)CNC(=O)c2ccco2)c2cc(C)ccc2C)cc1OC (stereo unspecified)	-14	12	-12	-11	0.0	-11	-20	0	0
CCOC(=O)C(Cc1ccc(N)cc1)N1C(=O)c2ccccc2C1=O (stereo unspecified)	2	-9	25*	-15	2.2	-7	-13	-1	14
O=C(N/N=C/c1c(Cl)cccc1Cl)c1ccc(F)cc1	-5	7	-11	-5	0.0	-9	3	-4	0
Cc1nn(C)c(C(=O)NNC(=S)Nc2ccc(Cl)cc2)c1[N+](=O)[O-]	2	3	-4	5	0.4	-1	3	-5	-1
COc1ccc(N=C2CCCN2CC(N)=O)cc1	-5	7	-9	-5	0.3	-12	3	-4	0
Cc1nn(CC(=O)NCCc2ccc(Cl)cc2Cl)c(C)c1[N+](=O)[O-]	-1	-1	13	-5	-0.2	1	1	-10	1

Another view of 6 compounds above.
Every second line gives: M1 antag, M1 PAM, CHO-K1 Ca antag, OXTR potentiate, M1 ag parental, CHO parental Ca, M4 antag, M1 ag, M4 ag
- N#Cc1ccccc1NC(=O)CSc1nnc(-c2ccc(F)cc2)n1-c1ccccc1
  -24, 17, 14, x, 0.0, x, 3, 11, 1
- O=C(Oc1cc2oc(=O)c3c(c2cc1Cl)CCCC3)c1ccco1
  -11, 4, -13, -7, 3.1, 3, 4, -1, 5
- COc1ccc(C(CCNCc2ccc(N(C)C)cc2)c2ccccc2)cc1 (stereo unspecified)
  14, -3, 3, -23, 22*, -5, 11, -7, 25
- COc1ccccc1/C=C\C=N\NC(=O)c1ccco1
  -6, 12, 2, -5, 1.6, -11, -4, -6, 1
- CSc1cccc(Nc2ccc(S(=O)(=O)N3CCOCC3)cc2[N+](=O)[O-])c1
  -1, 5, -11, -9, 0.5, -6, -5, -4, 0
- CCCS(=O)(=O)N1CCC(C(=O)c2cccc(C(F)(F)F)c2)CC1
  -9, 3, -21, -7, 4.7, -15, -14, -2, 9
